tim10-1 inh: growth inhibitors of tim10-1 mutant yeast, primary screen, luminescence, uHTS; S. cerevisiae tim10-1 ts strain growth, BacTiter-Glo, 24 h; inhibition, % at 20 µM; 2.2% of 330,000 active; AID 463190, 2010;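 active means inhibition of at least 40%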;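 further: mutant grown at 25 °C; 0% = DMSO wells with yeast and 100% = wells holding no yeast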
697 NFkB inh: inhibitors of PMA/ionomycin-induced NF-kB reporter, 697 cells, primary screen, B-cell NF-kB inhibitor project, cell-based, luminescence, uHTS. 697 B-cell NF-kB luciferase reporter, 16 h. inhibition, % at 4 µM. 0.33% of 330,000 active. AID 435022, 2010; in the data active means inhibition above about 35%
XBP1 UPR activ: activators of adaptive XBP1 UPR arm, primary screen, cell-based, CHO-XBP1 luciferase reporter, luminescence, uHTS | IRE1-XBP1 UPR activation; percent of tunicamycin response, DMSO as zero | activation, % at 20 µM | 0.33% of 330,000 active;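 active means versus positive control, 20 µM dose yields 30% or more activation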;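 further: 100% = tunicamycin at 10 µg/mL and 0% = DMSO only wells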
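Assay system: IRE1-XBP1 luciferase reporter CHO line. Input: 1000 cells/well. Buffer or medium: F12 with 10% serum. Doses: 20 µM, 1% DMSO. Times: overnight seeding at 37 °C, 6 h compound treatment at 37 °C. Technique: Steady-Glo luciferase glow luminescence, 10 min after reagent addition.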
tim23-1 inh: growth inhibitors of tim23-1 mutant yeast, primary screen, luminescence, uHTS; AID 463212, 2010; 1.3% of 330,000 active; inhibition, % at 20 µM; S. cerevisiae tim23-1 growth, BacTiter-Glo luminescence, 24 h;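 active means growth inhibition of the mutant yeast at or above 50%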;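 further: temperature-sensitive mutant grown at 25 °C; plate controls were DMSO-treated mutant yeast for no effect and medium wells lacking yeast for full effect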
Mdm2-MdmX inh: inhibitors of human Mdm2-MdmX association, primary screen, cell-based, luminescence, split luciferase, SaOS-2, uHTS; inhibition, % at 8 µM; 3% of 330,000 active; AID 485346, 2010; SaOS-2 split-luciferase Mdm2/MdmX complementation;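 active means inhibition of at least 50% at 8 µM in the primary screen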
Target sequence (O15151 whole entry, looked up): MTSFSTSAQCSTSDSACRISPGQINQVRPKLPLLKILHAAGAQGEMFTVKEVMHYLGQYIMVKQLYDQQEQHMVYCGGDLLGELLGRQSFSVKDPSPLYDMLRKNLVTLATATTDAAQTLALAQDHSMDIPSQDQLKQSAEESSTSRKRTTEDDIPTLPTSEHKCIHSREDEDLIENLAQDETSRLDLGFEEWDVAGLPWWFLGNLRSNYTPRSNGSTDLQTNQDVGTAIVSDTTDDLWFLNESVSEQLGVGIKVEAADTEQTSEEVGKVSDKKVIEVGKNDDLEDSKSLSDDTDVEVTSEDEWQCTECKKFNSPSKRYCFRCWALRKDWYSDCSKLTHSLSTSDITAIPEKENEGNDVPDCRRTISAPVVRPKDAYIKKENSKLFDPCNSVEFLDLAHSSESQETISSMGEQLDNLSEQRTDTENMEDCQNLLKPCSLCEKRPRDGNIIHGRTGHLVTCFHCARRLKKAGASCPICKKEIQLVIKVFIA
Target sequence (Q00987 whole entry, looked up): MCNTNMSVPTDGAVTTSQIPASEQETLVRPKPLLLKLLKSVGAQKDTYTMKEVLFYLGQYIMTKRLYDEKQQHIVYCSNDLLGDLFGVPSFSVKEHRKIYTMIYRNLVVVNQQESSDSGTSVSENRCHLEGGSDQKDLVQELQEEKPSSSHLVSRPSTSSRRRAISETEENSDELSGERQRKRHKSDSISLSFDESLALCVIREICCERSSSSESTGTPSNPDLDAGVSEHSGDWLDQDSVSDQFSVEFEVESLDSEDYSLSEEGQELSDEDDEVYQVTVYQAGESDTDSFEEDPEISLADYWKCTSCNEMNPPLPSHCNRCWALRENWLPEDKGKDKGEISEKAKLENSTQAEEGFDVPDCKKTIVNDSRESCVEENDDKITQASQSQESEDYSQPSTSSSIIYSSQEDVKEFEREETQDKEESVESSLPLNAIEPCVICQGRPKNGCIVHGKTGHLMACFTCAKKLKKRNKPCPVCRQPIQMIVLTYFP
UPR CHOP act: activators of apoptotic CHOP UPR arm, primary screen, cell-based, CHO-CHOP luciferase reporter, luminescence, uHTS; activation, % at 10 µM; 0.34% of 330,000 active; UPR activation; percent of tunicamycin response over DMSO baseline;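 active means at 10 µM dose, activation of 40% or more, normalized to positive control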;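 further: 100% = tunicamycin at 10 µg/mL and 0% = DMSO alone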
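Material: CHO-CHOP cells, stable luciferase reporter of PERK-eIF2a-CHOP signalling; quantity: 500 reporter cells seeded per well; buffer or medium: F12 medium containing 10% fetal bovine serum; compound: one dose, 10 µM in 0.5% DMSO; incubation: 6 h compound treatment, 37 °C; measured by: Steady-Glo luciferase luminescence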
Jurkat NFkB inh: inhibitors of induced NF-kB luciferase reporter, primary screen, TCR NF-kB activation inhibitor project, cell-based, luminescence, uHTS | 0.53% of 330,000 active | AID 435003, 2010 | Jurkat, PMA/ionomycin-induced NF-kB luciferase reporter | inhibition, % at 4 µM; in the data active means inhibition above about 50%
TIM10 inh: growth inhibitors of isogenic TIM10 control yeast, primary screen, counter-screen for tim10-1 yeast inhibitor project, luminescence, uHTS; 1.4% of 330,000 active; AID 463195, 2010; S. cerevisiae TIM10 strain growth, BacTiter-Glo luminescence, 24 h; inhibition, % at 10 µM;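 active means inhibition of 40% or more at the single tested concentration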;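 further: wild-type TIM10 isogenic control strain grown at permissive 25 °C; 0% = DMSO yeast wells and 100% = minimal medium wells without yeast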
An asterisk follows results filed as active.

SMILES	tim10-1 inh	697 NFkB inh	XBP1 UPR activ	tim23-1 inh	Mdm2-MdmX inh	UPR CHOP act	Jurkat NFkB inh	TIM10 inh
CCOc1cc(N2CCOCC2)c(OCC)cc1NC(=O)COC(=O)/C=C/c1ccc(OC(F)F)cc1	2	6	0	11	19	2.9	9	7
Cc1[nH]c(=O)[nH]c(=O)c1/C=N/NC(=O)CCNC(=O)OC(C)(C)C	0	17	-2	5	-10	-0.4	3	-20
Cc1cc(/C=C(\C#N)C(=O)NC2CCCCCC2)c(C)n1C	25	-13	0	18	-1	0.2	-37	18
CC(C)c1ccc(NC(=O)CN2C(=O)NC3(CCCC3)C2=O)cc1	-4	-2	-2	5	21	1.7	-13	28
Cc1ccc(Cl)c(OCC(=O)NC2CCN(Cc3ccccc3)CC2)c1	68*	5	0	-2	13	-1.2	-6	-25
CC(=O)c1ccc(NC(=O)CCCC(=O)c2ccccc2)cc1	-2	5	-2	-10	32	-0.2	8	-5
CCN(Cc1ccccc1)C(=O)Cn1c(C(C)O)nc2ccccc21 (stereo not drawn)	5	16	-5	7	-13	-0.2	7	9
COc1ccc(N=Cc2cc3c(cc2O)OC(N)=C(C#N)C3c2ccccc2)cc1 (stereo not drawn)	18	15	-1	22	28	2.6	1	22
O=C(CCC(=O)c1cccs1)NC(c1ccccc1)c1ccccc1	24	24	0	15	17	2.6	10	16
COc1ccccc1NC(=O)COC(=O)c1c(C)nn(-c2ccccc2)c1C	35	7	2	33	-43	3.3	-29	19
CC1Oc2ccccc2N(CC(=O)N(Cc2ccccc2)Cc2ccccn2)C1=O (stereo not drawn)	25	15	-1	34	5	-1.3	7	31
CCC(C)(C)NC(=O)C(c1ccccc1)N(C(=O)c1csnn1)C1CC1 (stereo not drawn)	17	11	0	14	29	0.3	5	0
Cc1cccc(-n2cc(-c3ccccc3)c3c(NN4CCOCC4)ncnc32)c1	28	-36	3	29	20	2.2	-24	29
O=C(CC(NC(=O)OCc1ccccc1)C(=O)O)OCc1ccccc1 (stereo not drawn)	-1	5	-3	-6	18	0.9	-1	4
CC(C)CN(C(=O)CCc1ccccc1)c1c(N)n(CC(C)C)c(=O)[nH]c1=O	6	3	-1	11	12	0.0	16	6
CN1CCc2c(sc(N)c2C(=O)O)C1	14	1	-1	-3	6	-2.3	-6	11
CCC(C)[C@H](NC(=O)Nc1cccc(Br)c1)C(=O)OC (stereo partly drawn)	4	1	-2	10	28	-0.8	11	-4
COc1ccc(N(C)S(=O)(=O)c2cccc(C(=O)NCC(c3ccco3)N3CCCC3)c2)cc1 (stereo not drawn)	9	3	-1	16	14	0.2	15	2
CCC(C)(C)n1nnnc1CN1CCc2ccccc21	24	-12	-2	16	6	-2.2	4	28
O=C(CN1CCN(Cc2ccccc2Cl)C1=O)NCc1cccnc1	9	0	-1	2	6	0.4	13	-2
Cc1nc(NC(=O)c2cccs2)ccc1Br	16	-134	-1	11	-204	2.4	-105	21
COc1ccc(CCC(=O)Nc2cccc(S(=O)(=O)N3CCCCCC3)c2)cc1	16	-21	-4	16	23	0.7	-3	2
O=C(O)c1nn(CCOc2cccc(Br)c2)c(=O)c2ccccc12	-21	-1	9	-11	-1	-0.2	3	-13
COc1cccc(NC(=O)Cn2nnc(C(=O)NCCc3ccccc3)c2N)c1	2	-12	-2	-1	18	4.6	-9	-10
Cn1c(N)c(C(=O)COC(=O)C2=COCCO2)c(=O)n(C)c1=O	-6	0	-10	9	43	-0.9	-10	-7
CNc1nc2c(c(=O)n(C)c(=O)n2C)n1Cc1ccccc1	6	-10	-1	4	7	-1.8	20	-7
O=C(OCc1cc2ccccc2[nH]c1=O)c1ccc([N+](=O)[O-])cc1	15	14	5	4	2	-0.1	11	6
N#Cc1c(-c2ccc(C(F)(F)F)cc2)cc(-c2ccccc2)[nH]c1=S	35	3	-1	11	-10	2.4	4	10
Cc1ccc(C2CC(=O)NC(SCC(N)=O)=C2C#N)s1 (stereo not drawn)	1	1	-4	-3	-10	0.0	0	-2
O=C(Cc1ccc(F)cc1)N1CCC(CC2CC(c3cccc(Br)c3)=NO2)(C(=O)NCC2CCCCC2)CC1 (stereo not drawn)	17	10	2	24	18	0.8	13	-3
CCC(=O)N1CCN(c2ccc(NC(=O)c3ccc(C#N)cc3F)cc2Cl)CC1	4	15	-1	28	3	-0.6	12	-6
Cc1ccsc1CN(C)CC(=O)Nc1ccc([N+](=O)[O-])cc1Cl	-1	18	-3	21	18	0.6	0	-9
C[C@H](CO)N1C[C@H](C)[C@@H](CN(C)S(C)(=O)=O)Oc2c(NC(=O)Nc3ccccc3)cccc2C1=O	6	-8	2	9	-10	-2.5	-4	1
O=C1C(=O)N(Cc2cccc([N+](=O)[O-])c2)c2ccccc21	14	5	9	21	39	-0.8	4	4
O=C(CN1CCN(Cc2ccccc2)CC1)Nc1ccccc1	-12	-14	-2	-13	-6	4.4	-9	-12
COc1ccc(/C=N/N(CCC(=O)NC(C)(C)C)C2=NS(=O)(=O)c3ccccc32)cc1	-3	14	1	22	31	1.9	5	16
CCc1c(C)c2ccc(OCC(=O)NCC3CCC(C(=O)O)CC3)cc2oc1=O (stereo not drawn)	13	25	-5	0	1	0.3	-19	-4
COc1ccc(C(=O)N(CN2CCCC2=O)c2cc(C)on2)cc1OC	3	-14	0	17	-9	-1.9	0	-6
CC(C)c1nnc(NC(=O)C2CCCCC2)s1	-3	-5	0	16	-36	4.4	-11	-7
COc1ccc(-c2cc(-c3cccs3)c(C#N)c(SCC(=O)NCc3ccco3)n2)cc1	19	-90	6	-9	56*	3.3	48	14

Quoted from the entries so far for reference:
SMILES	tim10-1 inh	697 NFkB inh	XBP1 UPR activ	tim23-1 inh	Mdm2-MdmX inh	UPR CHOP act	Jurkat NFkB inh	TIM10 inh
O=C(Cc1ccc(F)cc1)N1CCC(CC2CC(c3cccc(Br)c3)=NO2)(C(=O)NCC2CCCCC2)CC1 (stereo not drawn)	17	10	2	24	18	0.8	13	-3
CCC(=O)N1CCN(c2ccc(NC(=O)c3ccc(C#N)cc3F)cc2Cl)CC1	4	15	-1	28	3	-0.6	12	-6
Cc1ccsc1CN(C)CC(=O)Nc1ccc([N+](=O)[O-])cc1Cl	-1	18	-3	21	18	0.6	0	-9
C[C@H](CO)N1C[C@H](C)[C@@H](CN(C)S(C)(=O)=O)Oc2c(NC(=O)Nc3ccccc3)cccc2C1=O	6	-8	2	9	-10	-2.5	-4	1
O=C1C(=O)N(Cc2cccc([N+](=O)[O-])c2)c2ccccc21	14	5	9	21	39	-0.8	4	4
O=C(CN1CCN(Cc2ccccc2)CC1)Nc1ccccc1	-12	-14	-2	-13	-6	4.4	-9	-12
COc1ccc(/C=N/N(CCC(=O)NC(C)(C)C)C2=NS(=O)(=O)c3ccccc32)cc1	-3	14	1	22	31	1.9	5	16

Other structures.
SMILES	tim10-1 inh	697 NFkB inh	XBP1 UPR activ	tim23-1 inh	Mdm2-MdmX inh	UPR CHOP act	Jurkat NFkB inh	TIM10 inh
COc1ccccc1CNC(=O)CCNS(=O)(=O)c1ccc2[nH]c(=O)oc2c1	3	-47	-1	5	-38	-0.5	-12	9
O=C(Nc1ccc2nc(-c3ccccn3)c(-c3ccccn3)nc2c1)N1CCOCC1	2	19	-1	-7	13	-0.6	-8	-4
CC1(C)Cc2ccccc2-c2nc3n(c(=O)c21)CCS3	39	4	4	35	7	-1.9	-1	-4
O=C(O)CSc1ncnc2scc(-c3ccc(Br)cc3)c12	6	19	-1	9	13	1.4	1	-15
COc1ccc(C(=O)Nc2cc3c4c(c2)C(C)C(=O)N4CCC3)c(OC)c1 (stereo not drawn)	8	4	1	10	16	3.0	-39	1
Cc1ccnc(NS(=O)(=O)c2ccc(NC(=O)c3cncc(Br)c3)cc2)n1	10	15	-2	-1	8	2.0	9	4
COCCN1Cc2cccc(C(=O)NCc3ccc4c(c3)OCO4)c2C1=O	17	11	-4	12	10	1.2	7	17
Cc1ccc(OCCNC(=O)CCNS(=O)(=O)c2ccc(Br)cc2)cc1	7	-8	-3	4	-7	-0.3	0	1
Cn1cccc1-c1nc2ccc(NC(=O)c3ccco3)cc2[nH]1	-24	-35	3	32	-1	3.0	-14	28
CN1C(=O)C2(C(C#N)=C(N)Oc3n[nH]c(-c4ccc(Cl)cc4)c32)c2ccccc21 (stereo not drawn)	18	-18	-1	15	-14	-0.9	-6	19
CC(C)c1ccc(OCC(=O)Nc2ccc(OC(F)(F)F)cc2)cc1	-14	12	-4	-15	21	2.0	8	-3
COc1ccccc1CN1CCC(CNS(=O)(=O)c2cc(-c3cc(C)no3)ccc2OC)CC1	3	-3	-4	-6	29	-2.1	0	0
Cc1cc(C)nc(NCC(O)CNc2ccccc2Cl)n1 (stereo not drawn)	21	-5	-2	17	-15	-0.1	2	12
CCC(C)NC(=O)c1cn(CC)c2cc(N3CCN(C)CC3)c(F)cc2c1=O (stereo not drawn)	-10	-24	-2	-20	8	1.3	-22	-12
CN(C(=O)/C=C/c1ccc2c(c1)OCO2)c1ccccc1	24	-48	2	22	-31	3.5	-29	-6
Cc1ccc([C@H]2C(C(=O)O)=CC[C@@H](c3ccc(C)cc3)N2S(=O)(=O)c2ccc(C)cc2)cc1	18	7	-1	35	0	2.1	5	16
COc1cccc(NC(=O)CSc2nc3ccsc3c(=O)n2-c2ccc(C(=O)O)cc2)c1	7	7	-4	8	3	4.0	6	13
COc1ccc(C)cc1NS(=O)(=O)c1ccc(Cl)nc1	28	9	-2	19	-11	0.6	18	7
CCN(CC)CCN1C(=O)C(=O)/C(=C(/O)c2cnn(-c3ccccc3)c2C)C1c1ccc(C)o1 (stereo not drawn)	8	-30	-2	-7	-2	2.5	-34	-1
O=C(O)/C=C/C(=O)OC1CC2CCC1C2 (stereo not drawn)	5	2	-2	29	-16	0.2	-12	5
COC(=O)CN1C(=O)N/C(=C/c2cc(OC)c(OC)cc2C)C1=O	-11	18	-3	-2	16	-0.7	6	2
COc1ccc(C(C(=O)NC2CCCC2)N(C(=O)c2ccco2)c2ccccc2OC)cc1 (stereo not drawn)	7	8	5	18	-11	0.1	-1	18
COc1ccc(C)cc1NC(=O)CCNS(=O)(=O)c1cccc2nonc12	3	20	-2	14	8	2.1	1	-10
CN(CC(=O)Nc1ccc(Cl)c(C(F)(F)F)c1)C(=O)Cc1ccsc1	29	-1	-3	16	18	-0.9	-14	12
CCN(CC)S(=O)(=O)c1ccc(S(=O)(=O)NCc2cccs2)cc1	8	-6	-3	11	6	-0.1	7	-11
CCCCN(C)C(=O)c1nc2ccccn2c1CN1CCN(c2ncccn2)CC1	13	6	-3	6	0	-1.6	-12	1
Cc1ccc(Cn2nc(C)c(NC(=O)C3CC3)c2C)cc1	-1	-1	0	10	-4	0.0	8	-6
Cc1cc(C)c(Cn2cnc3ccccc32)c(C)c1	43*	5	-1	40	5	-1.2	-7	26
CC(=O)Nc1nc(C)cs1	10	9	-2	8	19	-0.3	4	8
Cc1cc(/C=C2/C(=O)NN(c3ccccc3)C2=O)c(C)n1-c1ccc(O)cc1	4	-190	-3	-1	52*	2.9	-17	-7
Cc1ccc(Nc2ncnc3sc(C)c(C)c23)cc1	26	-33	2	38	4	5.2	-36	19
Cc1sc2ccc3sccc3c2[n+]1C	43*	13	1	25	-12	-3.0	-12	20
CC1CCC2(CC1)NC(=O)N(CC(=O)Nc1sc3c(c1C(N)=O)CCC3)C2=O (stereo not drawn)	-1	2	-2	-2	7	0.6	12	-1

Screening results as filed in PubChem.
